CR mimetic SO: yeast age-related superoxide inhibition as caloric restriction mimetic. S. cerevisiae aged cells, superoxide DHE fluorescence; active compounds read low. superoxide response (% of plate mean), % at 10 µM. 0.18% of 330,000 active;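 active = superoxide response under a set limit, about three screen SD below normal, cut at about 65% in these data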;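 note: yeast aged for seven days with compound at 30 °C before DHE staining; 100% = average MFI of all compound-treated wells on the plate with controls excluded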
CTSL1 counter: cathepsin L1 inhibition, PFM18AAP counter-screen | recombinant F. hepatica cathepsin L1, Z-Leu-Arg-MCA fluorescence | inhibition, % at 5.96 µM | 0.49% of 300,000 active | AID 1906;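 active = inhibition above the mean of all tested compounds plus 3 SD, set per screening campaign, cut at about 17% in these data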;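 note: 0% = plate median of test compound wells and 100% = 1 µM Z-Phe-Ala-diazomethylketone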
JMJD2C inh: human JMJD2C demethylase inhibition. GST-JMJD2C(1-420) H3K9me3 demethylation, DELFIA europium. inhibition, % at 2.35 µM. 0.069% of 330,000 active. AID 2099;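 active = more than half of a compound's replicate wells show inhibition beyond 50%, single wells judged on their own value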;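 note: signal counts dimethyl H3K9 product captured on neutravidin plate; 0% = median of DMSO wells and 100% = 0.3 times that DMSO median; strong numbers were not always called active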
PP5 primary: PP5 (human) phosphatase inhibition | inhibition, % at 6.7 µM | P53041 | 0.18% of 320,000 active | purified PP5c, OMFP substrate fluorescence;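 active = inhibition above the campaign's mean inhibition across all tested compounds plus 3 SD, cut at about 9.5% in these data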;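 note: 0% = DMSO only and 100% = 100 µM cantharidin control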
Target sequence (P53041 whole entry, looked up): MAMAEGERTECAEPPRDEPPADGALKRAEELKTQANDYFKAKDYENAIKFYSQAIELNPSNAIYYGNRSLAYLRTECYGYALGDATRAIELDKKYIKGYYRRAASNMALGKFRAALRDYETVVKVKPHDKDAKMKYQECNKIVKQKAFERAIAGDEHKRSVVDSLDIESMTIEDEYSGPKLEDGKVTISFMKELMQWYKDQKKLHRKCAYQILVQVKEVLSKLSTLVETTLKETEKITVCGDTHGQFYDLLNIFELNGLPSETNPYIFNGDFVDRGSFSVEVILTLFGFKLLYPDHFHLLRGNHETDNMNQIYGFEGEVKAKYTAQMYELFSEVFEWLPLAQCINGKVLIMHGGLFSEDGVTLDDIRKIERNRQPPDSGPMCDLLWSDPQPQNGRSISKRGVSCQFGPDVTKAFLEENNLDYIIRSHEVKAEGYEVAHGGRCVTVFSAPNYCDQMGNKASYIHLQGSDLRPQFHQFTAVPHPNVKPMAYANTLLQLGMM
HCV core dimer: blocks dimerization of HCV core protein. TR-FRET GST/Flag-core106 dimerization, 1536-well. inhibition, % at 5 µM. 0.33% of 300,000 active. AID 1899;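 active = inhibition above the mean of all tested compounds plus 3 SD, set per screening campaign, cut at about 45% in these data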
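Assay system: GST-tagged and Flag-tagged HCV core protein residues 1-106 / Times: compound-protein-antibody incubation 4 h at 22.5 °C / Signal: time-resolved FRET, ex 340 nm, em 617 and 671 nm / Evaluation: % inhibition based on acceptor/donor emission ratio / Benchmarks: wells lacking GST-core106 and wells with excess unlabelled core106 / Repeats: singlicate, one well per compound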
EBNA-1 inh: blocks EBNA-1 binding to DNA. EBNA-1 DNA binding, fluorescence polarization. inhibition, % at 14.8 µM. 0.34% of 300,000 active. AID 1950; in the data active = inhibition above about 28%
ZTA DNA inh: counter-screen for EBNA-1 inhibitors: inhibitors of Epstein-Barr virus ZTA | inhibition, % at 11 µM | 0.15% of 320,000 active | P03206 | ZTA-DNA binding, fluorescence polarization | AID 2234; in the data active = inhibition above about 33%
Target sequence (P03206 whole entry, looked up): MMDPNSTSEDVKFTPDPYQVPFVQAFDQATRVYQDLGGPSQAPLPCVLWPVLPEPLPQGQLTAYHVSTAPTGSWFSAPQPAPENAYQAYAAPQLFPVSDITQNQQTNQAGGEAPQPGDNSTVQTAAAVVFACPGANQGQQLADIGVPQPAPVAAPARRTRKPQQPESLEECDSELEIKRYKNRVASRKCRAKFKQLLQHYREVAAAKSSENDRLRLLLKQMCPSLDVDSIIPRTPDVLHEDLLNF
PP1 inh: counter-screen for PP5 inhibitors: inhibitors of human PP1-alpha. AID 2235. inhibition, % at 6.7 µM. purified PP1alpha, OMFP fluorescence. P62136. 0.9% of 320,000 active;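 active = inhibition above the mean inhibition of all tested compounds plus 3 SD, computed separately for each screening campaign, cut at about 15% in these data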
Target sequence (P62136 whole entry, looked up): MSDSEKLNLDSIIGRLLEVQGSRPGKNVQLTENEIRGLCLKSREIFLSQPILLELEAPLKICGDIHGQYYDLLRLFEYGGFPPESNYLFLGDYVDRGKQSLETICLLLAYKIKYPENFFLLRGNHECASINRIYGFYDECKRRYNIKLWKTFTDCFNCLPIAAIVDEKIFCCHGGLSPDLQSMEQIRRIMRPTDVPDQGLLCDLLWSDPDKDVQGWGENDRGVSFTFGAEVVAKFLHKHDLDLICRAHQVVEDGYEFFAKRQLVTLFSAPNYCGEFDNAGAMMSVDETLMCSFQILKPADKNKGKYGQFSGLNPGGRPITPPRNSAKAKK
TPT1 inh: blocks Candida albicans tRNA 2'-phosphotransferase; 0.81% of 300,000 active; inhibition, % at 5 µM; recombinant caTPT1, FP RNA substrate dephosphorylation;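 active = inhibition above the mean of all tested compounds plus 3 SD, set per screening campaign, cut at about 24% in these data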;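 note: plate controls were DMSO alone for no effect and ferristatin control at 100 nM for full effect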
Numbers without * were called inactive; . = not tested or not shown.

SMILES | CR mimetic SO | CTSL1 counter | JMJD2C inh | PP5 primary | HCV core dimer | EBNA-1 inh | ZTA DNA inh | PP1 inh | TPT1 inh
O=C1CC(SCCO)C(=O)N1c1ccc(Oc2ccccc2)cc1 (configuration not stated) | 80 | 0 | 15 | 1.3 | 4 | 7 | -1 | -2 | -2
Cc1ccc(C(C)NC(=S)NCc2ccc(F)cc2)cc1C (configuration not stated) | 95 | 2 | -19 | 2.5 | 7 | -4 | -7 | 2 | 3
O=C(Cc1c[nH]c2ccccc12)Nc1cccc(S(=O)(=O)N2CCCCC2)c1 | 108 | 0 | 9 | 7.0 | 4 | -19 | -16 | -2 | 4
CCOCCCn1c(-c2ccc(Cl)cc2)n[nH]c1=S | 103 | 0 | 2 | 1.5 | -2 | -13 | 5 | -2 | -4
O=C(NCCCN1CCCC1)Nc1ccccc1[N+](=O)[O-] | 87 | 1 | 8 | -1.0 | -5 | 5 | -3 | 1 | -4
COc1ccc(-c2nn(-c3ccccc3)cc2C(=O)NC2CCCCC2C)cc1 (configuration not stated) | 101 | 1 | -3 | -0.4 | 7 | 1 | 3 | -5 | 1
COc1cc(OC)c2c(C)cc(=O)oc2c1C(CCN1CCN(c2ccccc2)CC1)c1ccc2c(c1)OCO2 (configuration not stated) | 98 | -2 | -3 | 5.2 | 6 | 0 | -6 | 9 | 0
CC(C)[C@H](NC(=O)N1CCn2c1nc1ccccc12)C(=O)NCC1CCCO1 (some centres not stated) | 113 | -2 | 70 | -1.8 | -4 | -14 | 7 | -4 | 3
O=C(CN1CCSCC1)N/N=C/c1ccccc1F | 84 | 2 | 3 | -1.6 | -2 | 0 | 1 | 3 | -2
COc1ccc(S(=O)(=O)N2CCSCC2)cc1 | 102 | -2 | -9 | 4.9 | -29 | -9 | -22 | 6 | 1
Cc1ccc(NC(=O)OCCNC(=O)OC(C)C)cc1 | 95 | -3 | 22 | -1.1 | -3 | -1 | -4 | -4 | 2
CC(=O)Oc1cccc(C(=O)Nc2ccccc2NC(=O)c2cccc(OC(C)=O)c2)c1 | 106 | -23 | 26 | -0.6 | 4 | 6 | -5 | 0 | -2
Cc1c[n+](CC(=O)c2ccccc2)c(C)cn1 | 97 | 0 | 22 | 0.8 | -2 | -2 | 4 | -1 | 2
CC(C)(CN1CCC(Cc2ccccc2)CC1)NS(=O)(=O)c1ccccc1 | 107 | 1 | 14 | 5.8 | -5 | -9 | 4 | -2 | -2
FC(F)(F)c1cccc(-n2cc(-c3ccccc3)[nH]c2=S)c1 | 92 | -2 | 6 | 2.1 | 4 | 5 | 5 | 8 | 0

Of the compounds above, these contain an NH in an aromatic ring:
SMILES | CR mimetic SO | CTSL1 counter | JMJD2C inh | PP5 primary | HCV core dimer | EBNA-1 inh | ZTA DNA inh | PP1 inh | TPT1 inh
O=C(Cc1c[nH]c2ccccc12)Nc1cccc(S(=O)(=O)N2CCCCC2)c1 | 108 | 0 | 9 | 7.0 | 4 | -19 | -16 | -2 | 4
CCOCCCn1c(-c2ccc(Cl)cc2)n[nH]c1=S | 103 | 0 | 2 | 1.5 | -2 | -13 | 5 | -2 | -4
FC(F)(F)c1cccc(-n2cc(-c3ccccc3)[nH]c2=S)c1 | 92 | -2 | 6 | 2.1 | 4 | 5 | 5 | 8 | 0

The list continues:
SMILES | CR mimetic SO | CTSL1 counter | JMJD2C inh | PP5 primary | HCV core dimer | EBNA-1 inh | ZTA DNA inh | PP1 inh | TPT1 inh
Cc1ccc(NC(=O)Cn2cccc2)cc1C | 78 | 1 | -30 | -1.1 | -1 | 14 | -10 | 0 | 1
CC(=O)Nc1ccc(S(=O)(=O)N(C)CC(=O)OCC(=O)N(C)c2ccccc2)cc1 | 98 | -3 | 11 | 1.4 | -2 | 7 | -4 | 2 | -9
COc1ccc(-c2nc(CS(=O)CC(=O)NCc3ccccn3)c(C)o2)cc1 (configuration not stated) | 116 | -18 | 11 | 0.4 | -5 | 6 | 12 | -4 | -45
CC(C)OC(=O)c1c(NC(=O)c2cnn3c2NC(c2ccccc2)CC3C(F)(F)F)sc2c1CCCC2 (configuration not stated) | 105 | 0 | -15 | -1.3 | 4 | 5 | 21 | -3 | -1
CCOc1ccc2c(c1)C(C)=CC(C)(C)N2S(=O)(=O)c1ccc(F)cc1 | 96 | 0 | 5 | 1.0 | 6 | 8 | -9 | -1 | -1
COc1cccc(CNC(=O)C2CCCN(c3nn4c(=O)cc(C)nc4s3)C2)c1 (configuration not stated) | 106 | -1 | 1 | 0.6 | -2 | -6 | -9 | -3 | -8
C=CC[C@@H]1C=C[C@H](O/N=C/[C@@H](NS(=O)(=O)c2ccc(C)cc2)[C@H](C)/C=C/CC(=O)OC)[C@@H](CO)O1 | 99 | -2 | -5 | 2.8 | -19 | 0 | -7 | 1 | 0
O=C(CN(Cc1ccccc1F)C(=O)c1ccco1)NCc1ccc(F)cc1 | 100 | 0 | -1 | -0.7 | -2 | 7 | -5 | -2 | -5
CCN1CCN(S(=O)(=O)c2ccc(Cl)c(C(=O)NC(C)c3ccccc3Cl)c2)CC1 (configuration not stated) | 117 | 10 | 33 | -1.6 | -5 | -4 | 11 | -3 | 1
Cn1c(SCC(=O)NC2CC2)nnc1-c1ccco1 | 108 | -2 | 8 | 2.7 | 4 | -3 | 1 | 0 | -4
CC(=O)c1nn(-c2cccc(Br)c2)cc1C(=O)c1ccccc1 | 106 | -2 | -4 | -0.2 | -3 | -3 | -20 | -2 | -2
Cc1n[nH]c(C)c1CCNC(=O)C1CCC(=O)N(Cc2ccccc2F)C1 (configuration not stated) | 106 | -2 | 142 | 0.5 | -3 | 4 | -13 | -2 | -2
Cc1ccc(C)c(NC(=O)CSc2ccc(S(=O)(=O)N3CCCC3)cn2)c1 | 84 | . | 2 | 0.1 | . | . | 10 | -1 | .
CN(C)c1ccc(N/C=C/C(=O)c2ccco2)cc1 | 99 | 1 | -7 | 5.0 | -31 | 15 | 91* | 5 | 16
Cc1ccc(S(=O)(=O)N(C)C)cc1NC(=O)CN1C(=O)NC2(CCCc3ccccc32)C1=O (configuration not stated) | 106 | -4 | -18 | 1.8 | -2 | 2 | -7 | 3 | 1

Some of these compounds in order of length of the SMILES, smallest number first.
SMILES | CR mimetic SO | CTSL1 counter | JMJD2C inh | PP5 primary | HCV core dimer | EBNA-1 inh | ZTA DNA inh | PP1 inh | TPT1 inh
CC(=O)c1nn(-c2cccc(Br)c2)cc1C(=O)c1ccccc1 | 106 | -2 | -4 | -0.2 | -3 | -3 | -20 | -2 | -2
CC(C)(CN1CCC(Cc2ccccc2)CC1)NS(=O)(=O)c1ccccc1 | 107 | 1 | 14 | 5.8 | -5 | -9 | 4 | -2 | -2
CCOc1ccc2c(c1)C(C)=CC(C)(C)N2S(=O)(=O)c1ccc(F)cc1 | 96 | 0 | 5 | 1.0 | 6 | 8 | -9 | -1 | -1

Next entries follow.
SMILES | CR mimetic SO | CTSL1 counter | JMJD2C inh | PP5 primary | HCV core dimer | EBNA-1 inh | ZTA DNA inh | PP1 inh | TPT1 inh
O=C(CCC(=O)N1CCOCC1)c1ccc(F)cc1 | 92 | 0 | -21 | -1.7 | 1 | 7 | 10 | -2 | 3
Cc1cc(Cl)ccc1NC(=O)/C=N/O | 93 | 0 | 0 | -0.9 | 0 | 2 | -3 | -2 | 2
O=C1C=C(c2cccc(O)c2)C[C@@H](c2ccc(F)cc2)C1 | 115 | . | 11 | 0.5 | . | . | 1 | -4 | .
COc1cc(C)c(-c2[nH]ncc2-c2csc(C)n2)c(O)c1 | 105 | 1 | 1 | -2.5 | -6 | 0 | -10 | -3 | -2
CC(C)CCN1CCN(Cc2cn[nH]c2C2CCCCC2)CC1CCO (configuration not stated) | 108 | -3 | -11 | -2.6 | 0 | 13 | 14 | 0 | 3
O=C1C(Cl)=C(Nc2cccc(O)c2)C(=O)N1Cc1ccccc1 | 105 | 1 | 15 | 5.4 | 2 | 0 | -16 | 6 | 0
Cc1ccc(NC(=O)c2sc(=S)n(-c3cc(C)ccc3F)c2N)cc1 | 102 | 5 | 3 | 1.5 | -1 | -1 | 6 | 1 | 5
CCn1cc(CN2CCC(n3nccc3NC(=O)C3CCCC3)CC2)cn1 | 75 | -5 | 3 | 2.8 | 4 | -6 | 2 | 3 | 0
COc1ccc(/C=N/Nc2nc3ccccc3o2)cc1O | 93 | 0 | -5 | -0.9 | -7 | -9 | -2 | -1 | 2
COc1cccc(N2CCN(S(=O)(=O)c3c(C)[nH]c(C)c3C(=O)N3CCCC3)CC2)c1 | 106 | -1 | -2 | -0.4 | 10 | 4 | 9 | -5 | 1
Cc1nn(-c2ccccc2)c(Cl)c1/C=N/NC(=O)c1cccc(S(=O)(=O)N2CCCC2)c1 | 100 | -1 | -14 | 0.2 | 2 | 2 | 17 | -3 | 2
Cc1ccc(S(=O)(=O)N2CCOCC2)cc1NC(=O)CNCc1cccnc1 | 88 | -1 | 3 | -1.4 | -1 | 3 | 2 | 1 | 1
O=C(Nc1ccccc1-c1nnn(CC(=O)N2CCN(c3ccccc3)CC2)n1)c1cccs1 | 114 | 3 | -7 | 3.0 | 13 | 10 | 5 | 5 | 1
Cc1nc(NC(=O)c2ccco2)sc1-c1csc(Nc2ccc(Cl)cc2Cl)n1 | 99 | 0 | 6 | 2.2 | 1 | 8 | 2 | 0 | 1
CCOc1ccc(N(CC(=O)O)S(=O)(=O)c2cccnc2)cc1 | 115 | 10 | -5 | 2.2 | 4 | -13 | -16 | -1 | -5
Cc1nc(-c2c(C(=O)NNC(=O)Nc3c(C)cccc3C)noc2C)cs1 | 103 | 0 | 10 | -2.7 | -2 | -4 | 5 | 0 | -2
COc1ccc(C[C@H]2CN3C(=NC[C@H]3Cc3ccccc3)N2CCNC(=O)CCC2CCCCC2)cc1 | . | 4 | -9 | 1.1 | 10 | 0 | 8 | 8 | 2
Cc1nn(C)c(C)c1NC(=O)c1ccc(Br)o1 | 100 | 2 | 2 | 0.8 | -1 | -4 | -1 | -3 | 0
CC1(C)CC(=O)C2=C(C1)OC(=O)C2(NC(=O)c1cccs1)C(F)(F)F (configuration not stated) | 108 | 0 | 3 | 0.3 | 3 | 17 | 22 | 1 | 1
CCOC(=O)C1=C(C)NC(=O)C(C#N)C1c1ccco1 (configuration not stated) | 110 | 12 | -22 | 0.4 | 2 | -9 | -1 | 2 | -2
Cc1ccc(C(=O)Nc2ccc3c(c2)OCO3)cc1S(=O)(=O)N1CCCC1 | 111 | -8 | -23 | 0.3 | 8 | -6 | 4 | -1 | 0
CC(Oc1coc(CN2CCN(C(=O)c3ccco3)CC2)cc1=O)c1ccccc1 (configuration not stated) | 86 | 0 | 8 | -0.5 | -3 | 3 | 5 | -4 | -5
C=CCNC(=O)/C(=C\c1ccc2c(c1)OCO2)NC(=O)c1ccc(Br)cc1 | 97 | 6 | 5 | 3.3 | -6 | -5 | -11 | -2 | 1
O=C(NC(=O)c1ccccc1Cl)C(=O)Nc1ccc(Cl)cc1 | 95 | -1 | -8 | 3.5 | 1 | 4 | 2 | 3 | -1
COC(=O)c1cc(NC(=O)CN(c2cccc(OC)c2)S(=O)(=O)c2ccccc2)ccc1Cl | 109 | 2 | -1 | 2.7 | 2 | -1 | 4 | 3 | 3
CC1(C)CC(=O)c2sc(NC(=O)CCS(=O)(=O)c3ccccc3)nc2C1 | 124 | 1 | 3 | -0.9 | -8 | -3 | -4 | -8 | -1
Cc1ccc(NC(=O)C2OCCc3ccccc32)cc1 (configuration not stated) | 86 | 1 | 14 | 0.9 | -1 | 8 | 4 | 2 | 2
Nc1ccc(-n2nc(C(F)(F)F)cc2C(F)(F)F)cc1 | 100 | 0 | 4 | 0.7 | 3 | -8 | 12 | -4 | -3
COc1ccc(CCN2C(=S)N(c3ccc(Cl)cc3)C(=O)C2CC(N)=O)cc1OC (configuration not stated) | 97 | 0 | -10 | 3.7 | -3 | -12 | 2 | 0 | -2
CCC(Oc1ccccc1)C(=O)Nc1nnc(S(=O)(=O)Nc2ccccc2)s1 (configuration not stated) | 121 | -2 | 7 | 0.7 | 1 | 0 | -8 | 0 | 1
